# Bioassay records from PubChem BioAssay.
# Pol beta inh: inhibitors of human DNA polymerase beta; AID 485314; 340,000 tested, 1.3% active; Potency, µM (top dose mostly 114 µM), for inactives: at the highest dose activity change, negative = inhibition, most hits filed as inhibitors; P06746; Pol beta primer extension/strand displacement, fluorescence kinetic; further: potency means the concentration at half of the fitted maximal effect; on the % scale 0 is the no-effect control and ±100 the full control effect
#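 Homogeneous kinetic assay of primer extension and strand displacement by 10 nM Pol beta, preincubated 15 min at room temperature with compound before 50 nM substrate (final) was added. Read at 0 and 10 min; four-parameter Hill fit.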
# APEX1 inh: blocks human APE1 abasic DNA cleavage. P27695. recombinant APE1, TAMRA/BHQ-2 abasic DNA cleavage fluorescence. Potency, µM (top dose mostly 65.8 µM), inactives show at the top dose activity change, negative = inhibition, actives largely listed as inhibitors. 350,000 tested, 0.35% active;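 further: potency means the concentration at half of the fitted maximal effect; plate controls were vehicle for no effect and reference inhibitor for full effect; nearly all actives have a fitted effect of over 55% in size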
#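 Substrate: short duplex with […] THF abasic site, 5'-TAMRA and 3'-BHQ-2, 50 nM final. APE1 at 0.75 nM, preincubated 15 min RT with compound. Fluorescence increase from first to third read measured activity.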
# ERG-DNA inh: ERG Ets/DNA interaction inhibition | P11308 | fluorescence polarization, His-ERG Ets domain / labelled DNA | Potency, µM (doses to about 76.9 µM), for the others: at the highest dose FP activity, negative = inhibition, hits mostly inhibitors | 370,000 tested, 0.028% active; active means well fitted inhibition curve with a large enough effect in the polarisation, with a control signal flat; inconclusive means small, poorly fitted or top-dose-only effect, or effect the other way, or a change in a side signal; inactive means no such curve, though single readings can be large or run the other way; the % refers to the polarisation;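 further: polarization taken with two DNA probes labelled with fluorescein and Texas red; potency means the concentration at half of the fitted maximal effect; % of control where 0% means no effect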
#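 His-tagged ERG Ets domain (1 uM in the protein solution; 300mM KCl, 50mM Tris-HCl, 1mM EDTA, 1mM DTT, pH 7.5) received compound, then a probe mix of 5 nM fluorescein-DNA and 100nM Texas-615-DNA. Fluorescence polarization was read for both dyes.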
# RGS4 inhibitor: blocks human RGS4-accelerated GTP hydrolysis. P49798. Transcreener GDP fluorescence polarization, RGS4-accelerated GTP hydrolysis. Potency, µM (doses to about 114 µM), without a hit: top-dose activity change, negative = inhibition, usual class: inhibitors. 390,000 tested, 0.039% active; further: potency means the concentration at half of the fitted maximal effect; on the % scale 0 is the no-effect control and ±100 the full control effect; nearly all actives have a fitted effect of over 75% in size; some results filed as inactive show a strong effect at the top dose
# Target sequence (P49798 whole entry, looked up): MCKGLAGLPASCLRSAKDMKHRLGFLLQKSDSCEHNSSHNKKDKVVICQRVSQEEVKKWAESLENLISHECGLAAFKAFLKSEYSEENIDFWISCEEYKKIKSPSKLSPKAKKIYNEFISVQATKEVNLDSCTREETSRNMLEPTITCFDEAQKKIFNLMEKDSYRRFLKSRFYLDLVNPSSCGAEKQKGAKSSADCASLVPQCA
#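 MLSMR compounds (23 nl, pin-transferred) preincubated 10 min at room temperature with a 500nM (2x) first reagent, then RGS4 at 900nM (2x) plus Transcreener GDP mix added; fluorescence polarization (620/688 nm) read before and after 90 min at 30 °C.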
# 12-LOX inh: inhibitors of human 12S-lipoxygenase ALOX12 | P18054 | purified 12hLO, xylenol orange hydroperoxide absorbance | Potency, µM (doses to about 108 µM), without a hit: at the top dose activity change, negative = inhibition, usual class: inhibitors | 580,000 tested, 1.1% active; further: potency means the concentration at half of the fitted maximal effect; on the % scale 0 is the no-effect control and ±100 the full control effect
#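 Purified human 12hLO (150 nM final) in 25 mM Hepes, 0.01% Triton X-100, pH 7.0 was preincubated 15 min at room temperature with compound. Then 40 uM arachidonic acid was added, 30 min. Hydroperoxide was read by Fe-XO absorbance ratio 573/405 nm.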
# POLK inh: DNA polymerase kappa (human) inhibition | 400,000 tested, 0.53% active | Q9UBT6 | Potency, µM (series often up to 107 µM), inactives show top-dose activity, negative = inhibition, usual class: inhibitors | AID 588579 | purified Pol kappa, fluorescent DNA synthesis assay, 10 min; further: potency means the concentration at half of the fitted maximal effect; on the % scale 0 is the no-effect control and ±100 the full control effect
# Target sequence (Q9UBT6 whole entry, looked up): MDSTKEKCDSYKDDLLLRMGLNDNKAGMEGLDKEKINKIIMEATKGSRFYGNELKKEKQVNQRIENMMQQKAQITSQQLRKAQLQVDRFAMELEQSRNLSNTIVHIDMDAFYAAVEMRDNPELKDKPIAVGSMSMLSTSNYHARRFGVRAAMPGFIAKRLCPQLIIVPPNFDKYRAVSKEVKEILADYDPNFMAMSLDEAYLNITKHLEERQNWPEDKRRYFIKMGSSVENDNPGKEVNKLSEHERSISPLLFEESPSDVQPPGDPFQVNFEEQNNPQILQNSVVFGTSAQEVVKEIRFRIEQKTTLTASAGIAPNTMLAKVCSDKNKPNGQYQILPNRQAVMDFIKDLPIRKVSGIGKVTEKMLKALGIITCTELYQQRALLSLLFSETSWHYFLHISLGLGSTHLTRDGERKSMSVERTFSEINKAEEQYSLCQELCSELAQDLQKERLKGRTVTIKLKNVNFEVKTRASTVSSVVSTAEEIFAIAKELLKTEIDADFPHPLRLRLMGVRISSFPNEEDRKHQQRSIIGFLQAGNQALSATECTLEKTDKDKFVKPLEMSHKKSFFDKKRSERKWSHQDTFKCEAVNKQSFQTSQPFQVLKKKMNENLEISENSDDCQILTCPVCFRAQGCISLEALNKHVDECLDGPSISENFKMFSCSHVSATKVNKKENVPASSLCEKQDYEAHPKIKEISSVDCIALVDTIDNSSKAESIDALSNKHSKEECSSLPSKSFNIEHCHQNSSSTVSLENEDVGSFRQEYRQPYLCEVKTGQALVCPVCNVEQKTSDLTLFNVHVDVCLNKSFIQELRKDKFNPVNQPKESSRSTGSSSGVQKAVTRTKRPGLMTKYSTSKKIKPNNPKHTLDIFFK
#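 First, compounds were pin-transferred onto 10 nM Pol kappa. After 15 min at room temperature, substrate was added to 50 nM final. Fluorescence was then measured kinetically at 0 and 10 min.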
# LDHA inh: blocks human lactate dehydrogenase A; activity change, % (values are at about 110 or 230 µM); purified LDHA, NADH/diaphorase-resazurin fluorescence; stronger effect = lower value; AID 1347041; P00338; 480,000 tested, 0.15% active; in the data active means activity change below about -30%; inconclusive means mostly about -25% to -30%;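 further: plate controls were DMSO wells for no effect and wells without enzyme for full effect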
#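 Human LDH5 (2 nM) was incubated with 0.06 mM NADH and 0.2 mM pyruvate for 5 min at room temperature in Tris pH 7.4. Remaining NADH was coupled through diaphorase/resazurin, and resorufin fluorescence was read at 0 and 20 min.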
# Anesthetic bind: binds horse apoferritin like a general anesthetic. P02791. apoferritin/1-aminoanthracene competitive binding, fluorescence. Potency, µM (top dose mostly 77.5 µM), without a hit: at the top dose activity change, negative = displacement, most hits filed as inhibitors. 350,000 tested, 0.074% active; further: potency means the concentration at half of the fitted maximal effect; on the % scale 0 is the no-effect control and ±100 the full control effect; nearly all actives have a fitted effect of over 20% in size
#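 Horse-spleen apoferritin (10 uM) in 50% saturated 1-aminoanthracene in PBS was incubated 10 min at room temperature with compound. Fluorescence (ex 380, em 535 nm) was normalized to free and bound 1-AMA, with concentration-response fitted by a four-parameter Hill equation.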
# Pol eta inh: DNA polymerase eta (human) inhibition; Q9Y253; 390,000 tested, 1.2% active; Potency, µM (top dose mostly 114 µM), for the others: top-dose activity change, negative = inhibition, hits mostly inhibitors; recombinant Pol eta, fluorescent DNA replication assay; further: potency means the concentration at half of the fitted maximal effect; on the % scale 0 is the no-effect control and ±100 the full control effect
#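 Pol eta (10 nM) was preincubated with compounds for 15 min at room temperature, after which fluorescent replication substrate (50 nM final) was added to start the reaction. Fluorescence was read kinetically at 0 and 10 min.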
# * hit, by the source's call; u = inconclusive; x = no result given; & = joins results of further samples; [ ] = dose if it differs, or a comment. Unless noted, the call rests on the fitted dose curve; in most records, active means well fitted curve in the direction sought with a large enough effect; inconclusive means small, poorly fitted or top-dose-only effect, or another doubt; inactive means no such curve, though single readings can be large; an effect the other way counts as inactive or inconclusive. Not all compounds are listed. The share of hits here may be higher or lower than overall.
1) Cc1cc(C)n2nc(C(=O)Nc3ccc(S(=O)(=O)N4CCCC4)cc3)nc2n1
2) Cc1ccccc1C(=O)NC(=S)Nc1ccc(S(=O)(=O)N2CCN(C)CC2)cc1
3) Cn1c(=O)c2c(nc(N3CCOCC3)n2CCSc2ncccn2)n(C)c1=O
4) Cc1c(NC(=O)CSc2nccn2C)c(=O)n(-c2ccccc2)n1C
5) COc1cccc(/C=N\NC(=O)C2C(=O)NCC2c2ccccc2)c1O (centres undefined)
6) CCOc1ccc2c(c1)ncn2Cc1ccccc1

assay / compound,1,2,3,4,5,6
Pol beta inh,-11%,14%,10%,0%,30%,0%
APEX1 inh,-1%,14%,13%,2%,13%,1%
ERG-DNA inh,-7%,4%,-5%,1%,-5%,-2%
RGS4 inhibitor,15%,-39%,-14%,7%,-19%,-40%
12-LOX inh,0%,-23%,23%,4%,-13%,-9%
POLK inh,-8%,-4%,4%,-5%,-5%,4%
LDHA inh,-6,-3,3,-10,16,-4
Anesthetic bind,3%,0%,-2%,-5%,-11%,-11%
Pol eta inh,-14%,-16%,-10%,2%,-9%,-15%

7) CCC(=O)Nc1sc(C(=O)Nc2ccccc2)c(C)c1C(=O)OC
8) COC(=O)C(C)n1cnc2c(nnn2-c2cccc(OC)c2)c1=O (centres undefined)
9) Nc1cc(=O)[nH]c(SCc2ccc(Cl)cc2Cl)n1
10) CCOc1ccc(CN(C)C(=O)CNC(=O)C2CCCCC2)cc1
11) O=C(O)Cn1cc(/C=C2\SC(=O)N(c3ccccc3)C2=O)c2ccccc21
12) O=C(CN(C(=O)CCC(=O)Nc1nccs1)c1cccc(F)c1)NCc1ccc(F)cc1

assay / compound,7,8,9,10,11,12
Pol beta inh,3%,35%[activator],-22%,21%,-1%,101%
APEX1 inh,16%,-10%,4%,19%,3%,20%[12.4 µM]
ERG-DNA inh,-4%,18%,12%,-8%,2%,-6%
RGS4 inhibitor,2%,12%[56.9 µM],-50%,-4%,9%,-15%
12-LOX inh,1%,-17%,0%&-2%,12%,-18%,-2%
POLK inh,-17%,-8%,-2%,-12%,-16%,7%
LDHA inh,-5,-1,-2&0,0,-4,-10
Anesthetic bind,-20%,-8%,5%,-7%,-20%,2%
Pol eta inh,-10%,12%,1%,3%,-9%,-9%

13) CC(=O)OCCNc1cc(Sc2nc3ccccc3[nH]2)c2nonc2c1[N+](=O)[O-]
14) CCOC(=O)C1=C(CN2CCC(C)CC2)NC(=O)NC1c1ccc(F)cc1 (centres undefined)
15) CCCOc1ccccc1N/C(=N/c1nc(C)cc(C)n1)NC(=O)COc1ccc(OC)cc1
16) Cc1ccc(C)c(Cn2nnc3c(=O)[nH]c(C(=O)NCc4ccco4)nc32)c1
17) CN(CCC#N)C(=O)COc1ccc(Br)cc1Cl
18) CCc1ccc(NC(=O)c2nn(-c3ccc(C)cc3)c(=O)n(C)c2=O)cc1

assay / compound,13,14,15,16,17,18
Pol beta inh,-29%,84%,4%,4%,-4%,7%
APEX1 inh,3%,x,-2%,12%,1%,x
ERG-DNA inh,1%,-4%,9%,-4%,0%,-1%
RGS4 inhibitor,u,5%,u,-19%,17%,6%
12-LOX inh,u,u,23%,u,-1%,-7%
POLK inh,-25%,-1%,2%,89µM*,-9%,-14%[60.1 µM]
LDHA inh,23,0,5,-1,-8,-9
Anesthetic bind,-19%,u,-8%,-16%,-7%,-6%
Pol eta inh,u,-11%,-21%,32µM*,-1%,1%

# A draw from above in order of length of the SMILES, low to high.
9) Nc1cc(=O)[nH]c(SCc2ccc(Cl)cc2Cl)n1
10) CCOc1ccc(CN(C)C(=O)CNC(=O)C2CCCCC2)cc1
7) CCC(=O)Nc1sc(C(=O)Nc2ccccc2)c(C)c1C(=O)OC
4) Cc1c(NC(=O)CSc2nccn2C)c(=O)n(-c2ccccc2)n1C
5) COc1cccc(/C=N\NC(=O)C2C(=O)NCC2c2ccccc2)c1O (centres undefined)
14) CCOC(=O)C1=C(CN2CCC(C)CC2)NC(=O)NC1c1ccc(F)cc1 (centres undefined)
16) Cc1ccc(C)c(Cn2nnc3c(=O)[nH]c(C(=O)NCc4ccco4)nc32)c1
12) O=C(CN(C(=O)CCC(=O)Nc1nccs1)c1cccc(F)c1)NCc1ccc(F)cc1

assay / compound,9,10,7,4,5,14,16,12
Pol beta inh,-22%,21%,3%,0%,30%,84%,4%,101%
APEX1 inh,4%,19%,16%,2%,13%,x,12%,20%[12.4 µM]
ERG-DNA inh,12%,-8%,-4%,1%,-5%,-4%,-4%,-6%
RGS4 inhibitor,-50%,-4%,2%,7%,-19%,5%,-19%,-15%
12-LOX inh,0%&-2%,12%,1%,4%,-13%,u,u,-2%
POLK inh,-2%,-12%,-17%,-5%,-5%,-1%,89µM*,7%
LDHA inh,-2&0,0,-5,-10,16,0,-1,-10
Anesthetic bind,5%,-7%,-20%,-5%,-11%,u,-16%,2%
Pol eta inh,1%,3%,-10%,2%,-9%,-11%,32µM*,-9%

13) CC(=O)OCCNc1cc(Sc2nc3ccccc3[nH]2)c2nonc2c1[N+](=O)[O-]

assay / compound,13
Pol beta inh,-29%
APEX1 inh,3%
ERG-DNA inh,1%
RGS4 inhibitor,u
12-LOX inh,u
POLK inh,-25%
LDHA inh,23
Anesthetic bind,-19%
Pol eta inh,u

# Continuation:
19) COc1ccc(C(CNC(=O)c2cc(S(=O)(=O)Nc3cccc(C)c3)ccc2C)N2CCCC2)cc1 (centres undefined)
20) COc1ccc(OC)c2c1cc(C(=O)N[C@@H](C)C(=O)N[C@@H](C(=O)O)c1ccccc1)n2C
21) N#CCCn1c(-c2nonc2NC(=O)c2ccccc2Cl)nc2ccccc21
22) CC(C)N(Cc1nc(-c2ccccc2)no1)C(=O)C(Cl)(Cl)Cl
23) Cc1cnc(NC(=O)c2cc3c(C)nn(Cc4ccccc4Cl)c3s2)s1
24) Cc1cc(C)nc(NS(=O)(=O)c2ccc(N)cc2)n1

assay / compound,19,20,21,22,23,24
Pol beta inh,x,46%,25%,5%,0%,30%&5%
APEX1 inh,x,-6%,-2%,22%,0%,10%
ERG-DNA inh,-2%,-11%,1%,-6%,-9%,8%
RGS4 inhibitor,15%,-10%,26%,-6%,-16%[11.4 µM],-12%
12-LOX inh,-22%,46%[activator],5%,-9%,3%,-1%
POLK inh,-9%,-11%,1%,-7%,3%[60.1 µM],u
LDHA inh,-3,2,-11,-7,-2,-1
Anesthetic bind,x,-10%,-12%,u,-10%,1%
Pol eta inh,-1%,-5%,-14%,-19%,-6%,-15%

25) CCS(=O)(=O)N1CCc2cc(C(=O)Nc3cc([N+](=O)[O-])ccc3C)ccc21
26) Cc1ccc(NC(=O)COC(=O)Cc2c[nH]c3ccccc23)cc1F
27) CS(=O)(=O)Nc1ccc2c(c1)C(=O)OC2
28) Cc1cc(C)nc(NC(=O)c2ccc(C)o2)n1
29) c1cncc(-c2ccnc3ncnn23)c1
30) COc1cccc(-c2noc(-c3cccs3)n2)c1

assay / compound,25,26,27,28,29,30
Pol beta inh,-3%,x,19%,19%,2%,-1%
APEX1 inh,x,-9%,2%,0%,-12%,0%
ERG-DNA inh,0%,10%,-6%,5%,-3%,-4%
RGS4 inhibitor,-5%,-21%,10%,34%,-1%,35%
12-LOX inh,0%,u,0%,-6%,11%,0%
POLK inh,3%,-14%,2%,1%,-13%,-14%
LDHA inh,-2,0,-11,-14,-5,2
Anesthetic bind,-7%,x,-8%,-2%,-4%,5%
Pol eta inh,0%,-15%,5%,3%,-15%,-9%

31) O=C1NC(=S)N/C1=C\c1ccc(N2CCOCC2)cc1
32) O=C(Cn1cnc2cc(Cl)ccc2c1=O)Nc1ccc2c(c1)OCO2
33) CSc1nn(Cc2ccc(F)cc2)c(N(C(C)=O)C(C)=O)c1S(=O)(=O)c1ccccc1
34) CCOc1ccc(Cl)cc1/C=N/NC(=O)CNC(=O)c1ccccc1
35) Cc1cc(Cl)ccc1OCC(=O)Nc1ccccc1C(=O)N1CCOCC1
36) CCOCCCNC(=O)C(c1ccc(OC)cc1)N(Cc1cccs1)C(=O)c1ccccc1O (centres undefined)
37) COc1cc2c(cc1OC)C(COc1ccc3c(C)cc(=O)oc3c1)N(C(=O)c1ccco1)CC2 (centres undefined)
38) CCN(CC)CCSc1nc2ccccc2c(=S)n1-c1ccccc1

assay / compound,31,32,33,34,35,36,37,38
Pol beta inh,11%,-7%,4%,9%,19%,2%&35%,42%,26%
APEX1 inh,1%,3%,x,2%,1%,-12%,15%,3%
ERG-DNA inh,-4%,0%,4%,x,11%,-2%&-2%,7%,-4%
RGS4 inhibitor,u,-30%,9%,-19%,-3%,7%&5%,-1%,u
12-LOX inh,-13%,14%,-1%,7%,x,-25%&-1%,-25%,u
POLK inh,-3%,-16%,-15%,2%,-19%,-5%&-10%,-9%,-2%
LDHA inh,1,-7,-18,-1,-11,-11&-1,-3,-8
Anesthetic bind,-2%,-15%,-11%,u,-4%,-4%&-2%,-9%,-22%
Pol eta inh,0%,-4%,-15%,2%,-20%,-1%&-12%,-20%,-24%
